# mHTT CaM bind = mHTT-calmodulin interaction abrogation; P42858; AlphaScreen His-mHTT/GST-CaM binding, luminescence; inhibition, % at 15 µM; 190,000 tested, 3.6% active; AID 1671202;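 note: 0% = both proteins with DMSO and 100% = one protein alone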
# Target sequence (P42858 whole entry, looked up, stated change not applied): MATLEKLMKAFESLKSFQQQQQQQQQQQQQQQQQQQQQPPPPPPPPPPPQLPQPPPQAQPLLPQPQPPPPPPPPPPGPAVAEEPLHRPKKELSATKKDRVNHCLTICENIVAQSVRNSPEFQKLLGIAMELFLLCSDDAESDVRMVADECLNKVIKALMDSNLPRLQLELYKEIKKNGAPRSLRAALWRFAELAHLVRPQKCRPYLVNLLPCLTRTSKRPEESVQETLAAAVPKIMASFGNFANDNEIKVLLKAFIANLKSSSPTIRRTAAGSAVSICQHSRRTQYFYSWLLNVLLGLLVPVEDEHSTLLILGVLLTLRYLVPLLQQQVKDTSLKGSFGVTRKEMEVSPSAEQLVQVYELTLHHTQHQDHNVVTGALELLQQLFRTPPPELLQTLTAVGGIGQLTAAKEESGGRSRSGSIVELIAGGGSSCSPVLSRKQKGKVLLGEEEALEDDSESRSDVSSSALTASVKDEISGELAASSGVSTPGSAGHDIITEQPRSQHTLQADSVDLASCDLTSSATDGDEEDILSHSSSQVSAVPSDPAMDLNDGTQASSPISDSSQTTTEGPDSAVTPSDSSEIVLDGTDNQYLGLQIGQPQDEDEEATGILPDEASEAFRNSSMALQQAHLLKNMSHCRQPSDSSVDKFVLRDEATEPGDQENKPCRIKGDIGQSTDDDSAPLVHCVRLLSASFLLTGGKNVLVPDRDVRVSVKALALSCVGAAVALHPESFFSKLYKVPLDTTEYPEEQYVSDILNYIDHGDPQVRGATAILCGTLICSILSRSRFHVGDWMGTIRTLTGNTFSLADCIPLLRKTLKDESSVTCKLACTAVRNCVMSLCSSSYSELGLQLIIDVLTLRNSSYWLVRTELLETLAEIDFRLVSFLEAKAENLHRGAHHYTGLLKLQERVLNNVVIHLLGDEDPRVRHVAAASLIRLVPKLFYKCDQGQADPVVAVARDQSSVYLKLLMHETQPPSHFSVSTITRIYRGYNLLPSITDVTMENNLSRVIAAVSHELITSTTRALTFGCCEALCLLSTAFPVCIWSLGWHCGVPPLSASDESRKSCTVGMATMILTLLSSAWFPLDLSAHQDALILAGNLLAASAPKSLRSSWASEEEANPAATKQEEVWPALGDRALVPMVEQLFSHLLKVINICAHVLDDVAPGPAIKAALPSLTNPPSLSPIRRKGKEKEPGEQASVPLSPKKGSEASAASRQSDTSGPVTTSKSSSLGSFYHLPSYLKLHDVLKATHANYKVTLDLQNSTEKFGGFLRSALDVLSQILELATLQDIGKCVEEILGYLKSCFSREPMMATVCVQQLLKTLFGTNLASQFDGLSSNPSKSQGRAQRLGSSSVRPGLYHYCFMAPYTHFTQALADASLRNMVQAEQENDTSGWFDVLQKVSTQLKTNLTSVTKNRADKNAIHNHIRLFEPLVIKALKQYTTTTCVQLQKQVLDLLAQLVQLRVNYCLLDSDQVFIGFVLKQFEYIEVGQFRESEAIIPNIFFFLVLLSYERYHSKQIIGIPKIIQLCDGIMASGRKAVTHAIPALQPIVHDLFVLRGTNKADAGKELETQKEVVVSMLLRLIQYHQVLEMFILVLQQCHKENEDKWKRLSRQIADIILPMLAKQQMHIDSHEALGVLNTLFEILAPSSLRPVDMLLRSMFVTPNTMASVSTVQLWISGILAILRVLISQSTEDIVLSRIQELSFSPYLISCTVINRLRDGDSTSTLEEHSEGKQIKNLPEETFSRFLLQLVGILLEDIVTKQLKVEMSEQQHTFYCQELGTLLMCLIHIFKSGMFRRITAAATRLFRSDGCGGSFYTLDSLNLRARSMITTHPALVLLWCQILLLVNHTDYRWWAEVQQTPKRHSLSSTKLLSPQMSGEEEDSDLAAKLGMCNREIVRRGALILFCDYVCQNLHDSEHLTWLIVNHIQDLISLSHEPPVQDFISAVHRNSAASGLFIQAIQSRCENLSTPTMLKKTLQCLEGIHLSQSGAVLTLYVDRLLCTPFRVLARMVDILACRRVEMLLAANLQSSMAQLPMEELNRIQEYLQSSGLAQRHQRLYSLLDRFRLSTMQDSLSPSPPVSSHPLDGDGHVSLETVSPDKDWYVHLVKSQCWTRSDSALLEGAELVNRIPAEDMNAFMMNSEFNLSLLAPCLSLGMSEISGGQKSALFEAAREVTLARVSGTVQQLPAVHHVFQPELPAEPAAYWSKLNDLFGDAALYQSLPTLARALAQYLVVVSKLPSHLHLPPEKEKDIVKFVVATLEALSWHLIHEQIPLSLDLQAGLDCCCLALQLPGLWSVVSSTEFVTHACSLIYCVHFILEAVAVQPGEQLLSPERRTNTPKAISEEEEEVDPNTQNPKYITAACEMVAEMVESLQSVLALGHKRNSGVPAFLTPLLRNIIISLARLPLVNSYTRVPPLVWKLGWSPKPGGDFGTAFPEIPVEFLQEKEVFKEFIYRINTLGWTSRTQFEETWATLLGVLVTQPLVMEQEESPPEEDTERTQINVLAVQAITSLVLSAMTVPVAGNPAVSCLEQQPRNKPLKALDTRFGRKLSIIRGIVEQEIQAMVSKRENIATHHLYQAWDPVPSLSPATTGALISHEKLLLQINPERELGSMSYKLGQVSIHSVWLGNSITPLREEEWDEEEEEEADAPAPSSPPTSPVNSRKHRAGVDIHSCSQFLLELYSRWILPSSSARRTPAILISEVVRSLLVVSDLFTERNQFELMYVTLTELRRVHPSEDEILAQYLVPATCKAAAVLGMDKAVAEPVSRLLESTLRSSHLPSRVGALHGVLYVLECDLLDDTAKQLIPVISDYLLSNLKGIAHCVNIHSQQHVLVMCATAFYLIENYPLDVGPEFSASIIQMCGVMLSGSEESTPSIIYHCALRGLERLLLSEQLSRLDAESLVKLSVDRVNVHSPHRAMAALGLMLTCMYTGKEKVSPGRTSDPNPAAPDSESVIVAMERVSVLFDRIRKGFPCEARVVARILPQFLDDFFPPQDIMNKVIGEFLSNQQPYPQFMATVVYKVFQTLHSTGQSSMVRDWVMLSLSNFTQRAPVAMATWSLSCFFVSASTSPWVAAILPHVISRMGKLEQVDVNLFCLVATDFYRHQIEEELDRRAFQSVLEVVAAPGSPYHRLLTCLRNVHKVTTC
# Pf apPOL block = Pf-apPOL DNA polymerase inhibition | Recombinant Pf-apPOL, molecular beacon fluorescence, 1.5 h | inhibition, % at 10 µM | 210,000 tested, 0.25% active | AID 1794808
# Numbers without * were called inactive; i = inactive; / = no result given; & = joins results of further samples. Cut-off read from the data, not from the text of the source: active = inhibition above about 50%; inactive = the rest.
1: O=C(NC1CCCC1)N1CCCC1c1cccc(F)c1 (stereo not given)
2: Cc1ccccc1C(=O)N1CCCN(c2ncccc2-c2nc(C(C)C)no2)CC1
3: COCCNC(=O)CSc1ccc(C(=O)Nc2ccccc2C(F)(F)F)cc1[N+](=O)[O-]
4: COc1ccc(OC)c(CCC(=O)O)c1
5: COc1ccccc1-n1nc(C(=O)Nc2ccc(Br)cc2C)c2ccccc2c1=O
6: C=CCc1cccc(C)c1OCCCN1CCN(C)CC1
7: CN(C)CCN(C(=O)c1ccc2c(c1)CCCC2)c1nc2ccccc2s1
8: COCC(=O)Nc1cccc([N+](=O)[O-])c1C

compound no. | 1 | 2 | 3 | 4 | 5 | 6 | 7 | 8
Pf apPOL block | -8.9 | -8.2 | -6.1 | -9.0 | 2.9 | -13.7 | -1.7 | -8.2
mHTT CaM bind | 0.6 | 9.1 | 1.0 | -7.4 | -6.0 | 0.0 | 48.6 | -0.8

9: COc1ccccc1OCC(=O)Nc1ncc(Cc2ccc(C)cc2)s1
10: Cc1ccc(S(=O)(=O)N(CC(=O)NCc2cccnc2)Cc2ccccc2F)cc1
11: Cc1c(S(=O)(=O)c2ccc(Cl)cc2)csc1C(=O)NC1CCN(Cc2ccccc2)CC1
12: CCOc1ccc(NC(=O)CC(NCCCO)C(=O)O)c([N+](=O)[O-])c1 (stereo not given)
13: COc1ccc(OCc2cncc(-c3cc4ccccc4s3)c2)cc1
14: Cc1cccc(C2CCCN2C(=O)Nc2ccccc2Cl)c1 (stereo not given)
15: CCOc1ccc(CN2C(=O)c3ccccc3C2C(=O)NC2CCCC(C)C2C)cc1OC (stereo not given)
16: O=C(NC(Nc1ccccc1F)C(Cl)(Cl)Cl)c1ccco1 (stereo not given)

compound no. | 9 | 10 | 11 | 12 | 13 | 14 | 15 | 16
Pf apPOL block | 2.2 | 4.9 | -9.5 | 5.6 | 0.6 | 1.9 | -14.1 | -0.7
mHTT CaM bind | -18.0 | 3.2 | / | -3.7 | -2.2 | -14.8 | 36.0 | -5.0

17: CC(C)(C)c1ccc(S(=O)(=O)c2ccccc2)cc1
18: Cn1cccc1/C=N/n1cnnc1
19: CC(=O)Nc1ccc(C(=O)NCc2cccs2)c(N2CCCCC2)c1
20: COc1ccc(C=C2Oc3c(CN4CCCC4)c(O)c(CN4CCCC4)c(C)c3C2=O)cc1
21: COc1ccccc1CC(=O)N1CCCC1c1c(C)noc1C (stereo not given)
22: COc1ccc(C(=O)N2CCCC2c2cc(C)no2)cc1 (stereo not given)
23: COc1ccc(-n2nc3cc(C)c(NC(=O)COc4ccc(Cl)cc4)cc3n2)cc1
24: CCC(=O)N1CCc2nc(-c3ccc(OC)cc3)ncc2C1

compound no. | 17 | 18 | 19 | 20 | 21 | 22 | 23 | 24
Pf apPOL block | -3.1 | / | 0.2 | -30.9 | 3.7 | 0.6 | 1.8 | 0.8
mHTT CaM bind | -10.3 | i | -12.2 | 21.6 | -1.2 | -8.7 | -1.0 | -6.2

# 14 structures out of the list, arranged by molecular weight, largest number first.
11: Cc1c(S(=O)(=O)c2ccc(Cl)cc2)csc1C(=O)NC1CCN(Cc2ccccc2)CC1
15: CCOc1ccc(CN2C(=O)c3ccccc3C2C(=O)NC2CCCC(C)C2C)cc1OC (stereo not given)
20: COc1ccc(C=C2Oc3c(CN4CCCC4)c(O)c(CN4CCCC4)c(C)c3C2=O)cc1
23: COc1ccc(-n2nc3cc(C)c(NC(=O)COc4ccc(Cl)cc4)cc3n2)cc1
9: COc1ccccc1OCC(=O)Nc1ncc(Cc2ccc(C)cc2)s1
19: CC(=O)Nc1ccc(C(=O)NCc2cccs2)c(N2CCCCC2)c1
13: COc1ccc(OCc2cncc(-c3cc4ccccc4s3)c2)cc1
14: Cc1cccc(C2CCCN2C(=O)Nc2ccccc2Cl)c1 (stereo not given)
21: COc1ccccc1CC(=O)N1CCCC1c1c(C)noc1C (stereo not given)
24: CCC(=O)N1CCc2nc(-c3ccc(OC)cc3)ncc2C1

compound no. | 11 | 15 | 20 | 23 | 9 | 19 | 13 | 14 | 21 | 24
Pf apPOL block | -9.5 | -14.1 | -30.9 | 1.8 | 2.2 | 0.2 | 0.6 | 1.9 | 3.7 | 0.8
mHTT CaM bind | / | 36.0 | 21.6 | -1.0 | -18.0 | -12.2 | -2.2 | -14.8 | -1.2 | -6.2

22: COc1ccc(C(=O)N2CCCC2c2cc(C)no2)cc1 (stereo not given)
17: CC(C)(C)c1ccc(S(=O)(=O)c2ccccc2)cc1
8: COCC(=O)Nc1cccc([N+](=O)[O-])c1C
18: Cn1cccc1/C=N/n1cnnc1

compound no. | 22 | 17 | 8 | 18
Pf apPOL block | 0.6 | -3.1 | -8.2 | /
mHTT CaM bind | -8.7 | -10.3 | -0.8 | i

# Carrying on:
25: COc1cc2c(cc1OC)C(c1ccccc1)=NC1(CCCC1)C2
26: O=C(NCc1ccc(N2CCOCC2)cc1)c1cn2c(n1)CSCC2
27: Cc1ccc(/C=C2\N=C(c3ccc([N+](=O)[O-])cc3)OC2=O)cc1
28: Cc1ccc2nc(-c3cc4ccccc4oc3=O)[nH]c2c1
29: CC1CCn2c(nc3cc(C(=O)NCCc4ccc(Cl)cc4)ccc32)C1 (stereo not given)
30: C=CCC(CC=C)(NS(=O)(=O)c1ccc(NC(C)=O)cc1)c1ccccc1
31: CCCCn1cnc2sc3c(c2c1=O)CCC(C)C3 (stereo not given)
32: S=c1[nH]nc(CCCCCCCCc2n[nH]c(=S)o2)o1

compound no. | 25 | 26 | 27 | 28 | 29 | 30 | 31 | 32
Pf apPOL block | -2.0 | 1.6 | -6.1 | -1.5 | 3.3 | 10.3 | -7.6 | 18.6
mHTT CaM bind | 1.0 | 6.2 | 3.0 | -1.0 | -2.1 | 9.0 | -2.5 | /

33: Cc1cc(Nc2ccc(Cl)cc2)n2ncnc2n1
34: Cc1ccc(N2C(=O)C3N=NN(c4cccc(F)c4)C3C2=O)cc1 (stereo not given)
35: COc1ccccc1C(=O)Nc1c2c(nn1-c1cccc(C)c1C)CS(=O)(=O)C2
36: Cc1cccc(C2=N/C(=C\c3ccc(Cl)cc3)C(=O)O2)c1
37: CC(=O)NC(CC(=O)c1ccc(Cl)cc1Cl)C(Cl)(Cl)Cl (stereo not given)
38: CCOC(=O)c1c(NS(=O)(=O)c2cccc3nsnc23)sc(C)c1C
39: CC1CCCCN1C(=O)CSc1nnc2sc3ccccc3n12 (stereo not given)
40: CCN(C(=O)c1ccc(C)c([N+](=O)[O-])c1)c1ccccc1C

compound no. | 33 | 34 | 35 | 36 | 37 | 38 | 39 | 40
Pf apPOL block | -8.6 | 0.5 | -4.3 | 3.2 | -7.5 | 0.5 | -4.5 | 1.5
mHTT CaM bind | 1.0 | -14.4 | 6.0 | -1.0 | -4.2 | / | -15.8 | -4.9

41: CC(C)C(=O)NCCc1cn(C)c2ncccc12
42: O=C(Nc1ccc(F)cc1)c1ccc(SCCN2CCCCC2)nc1
43: O=[N+]([O-])c1cccc(CNc2cccc(F)c2)c1
44: COc1cc(C(=O)NCCOc2cc(C)ccc2C(C)C)cc(OC)c1OC
45: COc1ccccc1C1=NOC(C(=O)Nc2cc(Br)ccc2O)C1 (stereo not given)
46: Cc1ccccc1CNC(=O)c1c(C)sc2ncnc(N3CCCC3)c12
47: CCN(CC)C(=O)Cn1cc(C=O)c2cc(Br)ccc21
48: O=C(NCc1cccnc1)c1ccc([N+](=O)[O-])o1

compound no. | 41 | 42 | 43 | 44 | 45 | 46 | 47 | 48
Pf apPOL block | -0.5 | -2.5 | 11.1 | -7.6 | -1.9 | -1.0 | -3.4 | -1.0&-1.7
mHTT CaM bind | -10.8 | -11.2 | 0.0 | 20.9 | 33.4 | 18.8 | 3.0 | -2.5

49: COC(=O)C(C(=O)OC)c1ccc(Cl)cc1[N+](=O)[O-]
50: CN(C)C1CCN(C(=O)c2cccc(F)c2)CC1c1nc(-c2ccncc2)no1 (stereo not given)
51: O=C(Cn1nc(-c2cccnc2)ccc1=O)Nc1nc2ccc(Cl)cc2s1
52: O=C1C2C(c3ccccc3)CC=CC2[C@H](c2cccc([N+](=O)[O-])c2)N1Cc1ccccc1 (stereo not given in full)
53: CCS(=O)(=O)c1ccc2oc(=O)c(C=C(O)c3ccc(F)cc3)nc2c1
54: O=C(NC1(c2nc(-c3cnccn3)no2)CCCCC1)c1ccco1
55: Nc1ccc2oc(-c3ccc(Cl)c(Cl)c3)nc2c1
56: O=C(CS(=O)(=O)c1ccc(Cl)s1)Nc1ccccc1C(F)(F)F

compound no. | 49 | 50 | 51 | 52 | 53 | 54 | 55 | 56
Pf apPOL block | 3.7 | -5.5 | -2.8 | -4.3 | -5.0 | 3.7 | -1.4 | 1.8
mHTT CaM bind | / | 3.1 | -4.6 | 22.6 | 7.0 | -7.6 | -13.0 | -6.8

57: COc1ccccc1Cn1cnc2c([nH]c3ccc(F)cc32)c1=O
58: CC(=O)Nc1ccc(S(=O)(=O)Nc2ccc(Oc3ccc(C)cc3)cc2)cc1
59: Cn1c(C(=O)NCc2ccccc2)cc2ccncc21
60: O=S(=O)(CCc1ccccc1)N1CCN(c2ccc3nnc(-c4ccco4)n3n2)CC1
61: O=C(O)CN1C(=O)c2ccc(Oc3ccc([N+](=O)[O-])cc3)cc2C1=O
62: Cc1cccc(C(=O)N2CCN(C(=O)c3cccc(C)c3)CC2)c1
63: Cc1nc(C(F)(F)F)ccc1C(=O)Oc1ccccc1N1CCOCC1
64: COc1ccc(C(=O)CSc2cc(C)nc3c(-c4ccccc4)c(C)nn23)cc1OC

compound no. | 57 | 58 | 59 | 60 | 61 | 62 | 63 | 64
Pf apPOL block | -0.5 | -4.2 | -5.7 | 9.1 | -5.1 | 0.5 | -4.6 | -6.3
mHTT CaM bind | 1.3 | 17.9 | -3.2 | 20.9 | 3.2 | -10.9 | / | -15.4

65: O=C(c1cc(Br)cc2c1OCC2)N1CCCCC1
66: CC(C)c1ccc(N(CC(N)=O)S(C)(=O)=O)cc1
67: CCN(CC)CCn1c2ccccc2n2nc(C)nc12
68: COC(=O)C12CC3CC(CC(NC(=O)c4ccc(=O)oc4)(C3)C1)C2
69: O=C(NCC1CCCCC1)c1ccnc(N2CCNC(c3ccccc3)C2)c1 (stereo not given)
70: Cc1nc(C(=O)Nc2nccs2)cc2c1[nH]c1ccccc12
71: Cc1noc(C)c1C1CCCN1Cc1ccccc1OC(C)C (stereo not given)
72: COc1cccc(CCC(=O)Nc2cc(-c3cccnc3)no2)c1

compound no. | 65 | 66 | 67 | 68 | 69 | 70 | 71 | 72
Pf apPOL block | 2.9 | -7.1 | -1.2 | 66.1* | -10.0 | -4.6 | -0.5 | -3.2
mHTT CaM bind | / | -2.3 | -3.0 | 14.3 | 26.3 | 43.0 | -13.6 | -5.3

73: COCCn1cc2c3c(cccc31)CN(C(=O)c1cc(Cl)ccc1OC)CC2
74: N#Cc1sc2sc(C#N)c(N)c2c1N
75: COc1ccccc1NC(=O)NCCC1CCN(S(=O)(=O)c2ccc(C)cc2)CC1
76: COc1ccccc1C(=O)N1CCC(c2cnn(-c3ccc(C)cc3)c2)CC1
77: O=C(CNC(=O)c1ccccc1)OCc1cc(-c2ccc3c(c2)OCCO3)on1
78: O=C(Nc1ccc(Cl)cc1)c1cc(S(=O)(=O)NCc2ccc(F)cc2)ccc1F
79: Cc1ccc(S(=O)(=O)N2CCC(c3noc(-c4ccccc4C)n3)CC2)cc1Cl
80: Cn1nccc1C(=O)N1CCCC1c1nc(-c2ccccc2)n[nH]1 (stereo not given)

compound no. | 73 | 74 | 75 | 76 | 77 | 78 | 79 | 80
Pf apPOL block | 0.5 | / | -3.7 | -6.5 | -1.1 | 31.4 | -4.5 | -4.9
mHTT CaM bind | 70.8* | 0.7 | 30.5 | -2.2 | 6.8 | 0.0 | -3.9 | -4.5

81: CCc1cc(C(=O)Cc2ccc3c(c2)OCCCO3)c(O)cc1OC
82: COc1cccc2cc(-c3cc(=O)oc4c(C)c(C)ccc34)oc12
83: Cc1cc(C)cc(NC(=O)c2ccc(-c3cncnc3)nc2)c1
84: CSc1nnc2c(n1)OC(c1ccc(Br)o1)Nc1ccc(Br)cc1-2 (stereo not given)
85: O=[N+]([O-])c1cc(S(=O)(=O)N2CCc3ccccc32)ccc1N1CCc2ccccc21
86: Cc1ccccc1CNC(=O)c1ccn2c(-c3cc(F)cc(F)c3)nnc2c1
87: COc1cc(NS(=O)(=O)c2ccc(NC(=O)C(C)(C)C)cc2)nc(OC)n1
88: COc1ccc(-c2cc3nc4c(c(=O)n3[nH]2)CN(C(=O)c2ccc3[nH]ccc3c2)CC4)cc1

compound no. | 81 | 82 | 83 | 84 | 85 | 86 | 87 | 88
Pf apPOL block | -2.1 | -0.8 | -0.9 | 2.2 | 28.3 | -3.6 | -2.0 | 8.6
mHTT CaM bind | -73.9 | -2.8 | 1.2 | 24.0 | 74.0* | -5.0 | 21.0 | 17.5

89: O=C1CC(Nc2ccc3c(c2)OCO3)C(=O)N1C1CCCCC1 (stereo not given)
90: O=c1[nH]c(=S)[nH]c2sc3c(c12)CCCC3
91: Cn1c(=O)c2c(nc(SCC(N)=O)n2C)n(C)c1=O
92: O=[N+]([O-])c1cccc(/C(=N/O)N2CCOCC2)c1
93: CCOCC(=O)N1CCCC(c2ccnc(Nc3ccc(OC)cc3)n2)C1 (stereo not given)
94: CC(C)Cn1c(C(C)O)nc2ccccc21 (stereo not given)
95: COc1ccc(-c2cn(Cc3ccc4ccccc4c3)nn2)cc1
96: O=C(Nc1ccccc1I)c1ccccc1Cl

compound no. | 89 | 90 | 91 | 92 | 93 | 94 | 95 | 96
Pf apPOL block | 3.9 | / | -0.8 | -4.5 | -2.4 | -5.0 | 2.2 | -7.0
mHTT CaM bind | 40.8 | 3.9 | -3.3 | i | 6.7 | -2.1 | -2.0 | -6.9

97: CC(C)CCNC(=O)c1ccc(CSCc2ccccc2Cl)o1
98: COc1ccc2c(c1OC)C(=O)OC2Nc1ccc(F)cc1 (stereo not given)
99: COc1ccc2oc(=O)c(-c3nnc(NCc4ccco4)s3)cc2c1
100: Cc1noc(C)c1C(=O)NNc1c(Cl)cncc1Cl

compound no. | 97 | 98 | 99 | 100
Pf apPOL block | -16.3 | -0.6 | 0.3 | -12.3
mHTT CaM bind | -10.0 | 6.0 | 13.0 | /
